# Compound activity (PubChem BioAssay)
# PGK inhibitor – T. brucei PGK inhibition; P07378; PGK/GAPDH coupled, Kinase-Glo luminescence, 60 min; Potency, µM (top dose mostly 57.5 µM), inactives show top-dose activity change, negative = inhibition, hits mostly inhibitors; 380,000 tested, 0.043% active; AID 602233; note: potency is the fitted concentration of half-maximal effect; % is set by controls: 0 for no effect and ±100 for the full control effect; nearly all actives have a fitted effect of over 60% in size
# Target sequence (P07378 whole entry, looked up): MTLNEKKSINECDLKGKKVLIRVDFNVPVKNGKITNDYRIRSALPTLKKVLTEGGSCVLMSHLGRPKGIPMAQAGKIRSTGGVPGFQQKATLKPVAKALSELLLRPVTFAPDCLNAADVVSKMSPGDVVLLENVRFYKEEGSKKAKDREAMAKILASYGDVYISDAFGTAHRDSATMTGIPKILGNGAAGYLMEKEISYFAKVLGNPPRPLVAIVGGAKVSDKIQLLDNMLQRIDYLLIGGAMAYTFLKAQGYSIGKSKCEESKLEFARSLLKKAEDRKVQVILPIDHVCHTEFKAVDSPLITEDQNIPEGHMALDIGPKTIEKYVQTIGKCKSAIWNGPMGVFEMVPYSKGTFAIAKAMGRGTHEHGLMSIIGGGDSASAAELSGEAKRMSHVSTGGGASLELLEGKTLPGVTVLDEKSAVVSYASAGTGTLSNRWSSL
#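 Recombinant glycosomal PGK reaction used 1,3-bisphosphoglycerate generated in-well by GAPDH (100nM final) in 100mM TEA pH 7.6, 5mM MgCl2, 0.01% Tween-20. After 60 minutes at room temperature, ATP was read by Kinase-Glo Plus luminescence end-point.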
# PI4K2A block – blocks human PI4K2A kinase activity. activity change, negative = inhibition, % at 76.9 µM. 420,000 tested, 0.13% active. AID 1346378. purified PI4K2A, ADP-Glo luminescence, 1 h; stronger effect = lower value; in the data active = activity change below about -50%; inconclusive = mostly about -30% to -49%;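 note: -100% = wells without enzyme as full effect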
# Target sequence (Q9BTU6 whole entry, looked up): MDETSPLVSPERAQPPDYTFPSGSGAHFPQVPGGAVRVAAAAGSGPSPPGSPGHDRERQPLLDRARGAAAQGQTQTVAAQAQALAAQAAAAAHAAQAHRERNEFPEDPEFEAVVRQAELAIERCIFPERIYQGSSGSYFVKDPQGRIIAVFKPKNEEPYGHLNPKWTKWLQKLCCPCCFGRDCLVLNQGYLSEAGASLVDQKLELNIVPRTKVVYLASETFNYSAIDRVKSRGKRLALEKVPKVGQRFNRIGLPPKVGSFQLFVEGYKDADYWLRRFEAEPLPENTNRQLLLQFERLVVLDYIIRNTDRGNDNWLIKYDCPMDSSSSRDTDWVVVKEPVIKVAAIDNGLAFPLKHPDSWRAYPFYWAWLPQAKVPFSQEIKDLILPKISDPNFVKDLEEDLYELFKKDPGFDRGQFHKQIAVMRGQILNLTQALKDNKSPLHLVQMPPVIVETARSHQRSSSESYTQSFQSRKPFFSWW
#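 In this quantitative HTS, ADP production by PI4K2A was quantified luminescently after 1 h at ambient temperature; 100 microM adenosine served as plate-quality control.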
# ERG Ets-DNA blk – ERG Ets/DNA interaction inhibition | Potency, µM (top dose mostly 76.9 µM), without a hit: at the highest dose FP activity, negative = inhibition, usual class: inhibitors | fluorescence polarization, His-ERG Ets domain / labelled DNA | 370,000 tested, 0.028% active | P11308; active = well fitted inhibition curve with a large enough effect in the polarisation, with a control signal flat; inconclusive = small, poorly fitted or top-dose-only effect, or effect the other way, or a change in a side signal; inactive = no such curve, though single readings can be large or run the other way; the % refers to the polarisation;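 note: polarization taken with two DNA probes labelled with fluorescein and Texas red; potency is the fitted concentration of half-maximal effect; % of control where 0% means no effect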
#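 His-tagged ERG Ets domain (1 uM in the protein solution; 300mM KCl, 50mM Tris-HCl, 1mM EDTA, 1mM DTT, pH 7.5) received compound, then a probe mix of 5 nM fluorescein-DNA and 100nM Texas-615-DNA. Fluorescence polarization was read for both dyes.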
# GLS inh – glutaminase GLS (human) inhibition; GLS enzymatic activity, qHTS titration; AID 624170; O94925; Potency, µM (series often up to 45.5 µM), for inactives: at the top dose activity change, negative = inhibition, most hits filed as inhibitors; 410,000 tested, 0.21% active; note: potency is the fitted concentration of half-maximal effect; % is set by controls: 0 for no effect and ±100 for the full control effect
#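 Coupled fluorescence readout: glutamate oxidase/HRP/Amplex Red detect glutamate formed by hKGA from L-glutamine (1 mM solution added). Buffer 45 mM KH2PO4 pH 8.2, 0.02% Tween-20; reads at t0 and 30 min RT.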
# Pin1 inh – blocks the human prolyl isomerase Pin1; 390,000 tested, 0.009% active; Potency, µM (series often up to 115 µM), inactives show at the highest dose activity, negative = inhibition, most hits filed as inhibitors; Pin1 FP peptide displacement, HiFluor488, 10 min; Q13526; active = well fitted inhibition curve with a large enough effect in the polarisation, with a control signal flat, not every such curve was filed as active; inconclusive = small, poorly fitted or top-dose-only effect, or effect the other way, or a change in a side signal; inactive = no such curve, though single readings can be large or run the other way; the % refers to the polarisation; note: potency is the fitted concentration of half-maximal effect; % is set by controls: 0 for no effect and ±100 for the full control effect
# Target sequence (Q13526 whole entry, looked up): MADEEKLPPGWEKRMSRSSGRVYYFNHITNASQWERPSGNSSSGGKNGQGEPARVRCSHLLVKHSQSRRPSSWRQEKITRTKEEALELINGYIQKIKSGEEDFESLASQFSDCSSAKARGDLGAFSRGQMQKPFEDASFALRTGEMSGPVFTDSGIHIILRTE
# JMJD2A Tudor – blocks the human JMJD2A Tudor domain; Potency, µM (titrated, usually from 114 µM), inactives show top-dose activity change, negative = inhibition, most hits filed as inhibitors; O75164; AlphaScreen JMJD2A-Tudor / H3K4me3 peptide binding; 390,000 tested, 4.4% active; note: potency is the fitted concentration of half-maximal effect; % is set by controls: 0 for no effect and ±100 for the full control effect; nearly all actives have a fitted effect of over 50% in size
# G9a inh – blocks human histone lysine methyltransferase G9a | 350,000 tested, 8.8% active | G9a H3K9 monomethylation, AlphaScreen, 2 h | Potency, µM (series often up to 102 µM), for inactives: at the highest dose activity, negative = inhibition, usual class: inhibitors; note: potency is the fitted concentration of half-maximal effect; % is set by controls: 0 for no effect and ±100 for the full control effect; nearly all actives have a fitted effect of over 75% in size
#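 AlphaScreen detection with an anti-monomethyl H3K9 antibody quantified product after a 2 h room-temperature reaction containing 500 nM biotinylated H3K9 peptide, 20 µM SAM and 20 nM enzyme, which had been preincubated 15 min with compound.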
# HP1b chromo inh – inhibitors of HP1-beta chromodomain binding to methylated histone tails; AlphaScreen HP1-beta / biotin-H3K9me3 peptide binding; AID 540317; 390,000 tested, 0.56% active; P83916; Potency, µM (series often up to 114 µM), for inactives: at the highest dose activity change, negative = inhibition, usual class: inhibitors; note: potency is the fitted concentration of half-maximal effect; nearly all actives have a fitted effect of over 70% in size; inactives centre near 23
#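 Compound inhibition of the preformed complex between 50 nM HP1-beta and 50 nM biotinylated H3K9me3 peptide was read by AlphaScreen. Buffer was PBS pH 7.4 with 0.01% Tween-20. Incubations ran 30 min at room temperature, with 10 ug/mL donor/acceptor beads.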
# BAZ2B inh – blocks human BAZ2B; Q9UIF8; AlphaScreen BAZ2B-H3K14Ac peptide displacement; Potency, µM (highest dose often 114 µM), without a hit: at the highest dose activity change, negative = inhibition, actives largely listed as inhibitors; 360,000 tested, 4.4% active; note: potency is the fitted concentration of half-maximal effect; % is set by controls: 0 for no effect and ±100 for the full control effect; nearly all actives have a fitted effect of over 60% in size
#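 AlphaScreen displacement: compounds (up to 110uM) incubated 30 min at room temperature with a preformed 50 nM BAZ2B/50 nM biotinylated H3K14Ac peptide complex in PBS pH 7.4 with Tween-20. Donor and acceptor beads at 10 ug/mL final added, 20 min light-protected before reading.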
# * hit, by the source's call; i = inactive; ? = inconclusive; . = no result given; & = joins results of further samples; [ ] = remark or other dose. Unless noted, calls come from the whole dose curve; as a rule, active = well fitted curve in the direction sought with a large enough effect; inconclusive = small, poorly fitted or top-dose-only effect, or another doubt; inactive = no such curve, though single readings can be large; an effect the other way counts as inactive or inconclusive.
SMILES,PGK inhibitor,PI4K2A block,ERG Ets-DNA blk,GLS inh,Pin1 inh,JMJD2A Tudor,G9a inh,HP1b chromo inh,BAZ2B inh
O=C1CCC/C=C\C[C@H](CC(=O)N(CCO)Cc2ccccc2)C(=O)N2CCC[C@@H]2CO1,-4%,-3,1%,1%,-1%,-21%,.,14%,.
CCN1CCOC(=O)C1CC(=O)Nc1cc(C)ccc1OC (centres undefined),-19%,-1,3%,-1%,8%,-17%,10µM*,20%,-5%
Cc1ccc(Cn2ccc(NC(=O)c3nn(C)cc3Cl)n2)cc1,-4%,6,7%,3%,-1%,7%,-26%[59 µM],50%,-5%
Cc1ncc(CO)c(CO)c1O,-1%,-7&-1,-10%,15%&18%,5%,-20%,-29%[59 µM],30%,-35%
Fc1ccccc1N1CCN(C2CCCN(Cc3ccccc3C(F)(F)F)C2)CC1 (centres undefined),6%,3,8%,5%,9%,-18%,.,16%,-12%
Cc1ccnc(NC(=O)c2cc3ccccc3o2)c1,-19%,-14,-6%,0%,-5%,-8%,-19%,14%,13%
O=S(=O)(c1ccccc1)c1ccc(C(F)(F)F)cn1,-1%,4,6%,0%,2%,-10%,7%,45%[activator],3%
CCOC(=O)c1sc(C)c2c(=O)n(CC)nnc12,i,2,5%,-5%,-6%,-21%,7%[59 µM],29%,7%
CN(C(=O)COC(=O)c1ccc(Cl)nc1)c1c(N)n(Cc2ccccc2)c(=O)[nH]c1=O,-1%,4,-10%,-7%,3%,-20%,-7%[12.7 µM],35%,7%
Cc1ccc(CNC(=O)CSc2ncccn2)cc1,i,-3,-19%,-9%,?,-7%,?,16%,-5%
Cc1ccc2c(c1)c1c(c(=O)n(-c3ccccc3C)c(=O)n1CC(=O)NCc1ccccc1)n2C,-1%,-2,0%,-2%,0%,11%,?,54%[activator],-15%
CCC(CC)NC(=O)c1cc(OC)c(OC)cc1[N+](=O)[O-],2%,0,1%,3%,0%,-8%[11.4 µM],2%,-2%,0%
O=C1CCCCN1CCC(=O)N1CCCC(N2CCN(c3cccc(Cl)c3)CC2)C1 (centres undefined),-12%,3,-10%,10%,1%,-15%,8%[12.7 µM],16%,-4%
COc1cc(/C=N/NC(=O)c2ccccc2NS(=O)(=O)c2cccs2)ccc1O,2%,-4,8%,10%,12%,-17%,6%,50%[activator],8%
Cc1cccc(Nc2cc(=O)n(C)c(=O)[nH]2)c1,3%,0,1%,-2%,-1%,-4%,.,11%,-4%
O=C(CN1C(=O)COc2ccccc21)NCc1ccc(C(=O)O)cc1,-1%,-5,-12%,-9%,0%,-19%,-32%,17%,-8%
Cc1noc2ncnc(Oc3ccc4ccccc4c3)c12,1%,4,3%,5%,1%,6%,15%,60%[activator],0%
C#CCOc1ccc(Cl)cc1/C=C1/C(=O)ON=C1C,-8%,0,6%,-3%,3%,35µM*,32µM*,15%,?
Cc1ccc2nc(-c3ccccn3)[nH]c2c1,-26%,?,-10%,-3%,5%,-24%,?,42%[activator],-6%
CCc1ccc(NC(=O)CN(C)S(=O)(=O)c2ccc3c(c2)c(=O)n(C)c(=O)n3C)cc1,i,2,5%,-12%,29%,5%,-4%[59 µM],33%,-3%
Cc1nc(SCc2nc3cc(Cl)c(F)cc3[nH]2)c2oc3ccccc3c2n1,-7%,2,.,-6%,?,-19%,.,40%[activator],.
COc1ccccc1Cn1nc(C(=O)O)c2ccccc2c1=O,-2%,-6,1%,-2%,-9%,-9%,-1%,7%,0%
Cc1cc(=O)oc2cc(NC(=O)c3cc(F)ccc3F)ccc12,-8%,1,5%,-4%,20%,-26%,-1%[59 µM],11%,8%
COc1ccc(NS(=O)(=O)c2c(F)cc(F)c(Cl)c2F)cc1S(=O)(=O)N1CCCCC1,5%,1,-1%,20%,-4%,-22%,-8%[59 µM],12%,-18%
Cc1nn(Cc2ccccc2)c(=O)n1N(C)c1ncc(C(F)(F)F)cc1Cl,6%,4,5%,-12%,-5%,10%,13%[12.7 µM],32%,-6%
Cc1ccc(-n2nc(C)c3c(C)c(CCC(=O)Nc4ccc(CN5CCCC5)cc4)c(C)nc32)cc1,0%,1,1%,10%,19%,?,50µM*,3%,-26%
COc1cc(C2C(C#N)=C(N)Oc3n[nH]c(-c4cccnc4)c32)cc(Br)c1O (centres undefined),-11%,1,20%,28%,5%,-34%,?,9%,-29%
CC(=O)c1cccc(NC(=O)C2C3C=CC(C4CC34)C2C(=O)O)c1 (centres undefined),-2%,-3,-8%,32%,-3%,-1%,-6%[59 µM],5%,-4%
Cc1ccc(NC(=O)CSc2nnc(COc3ccccc3F)n2N)cc1S(=O)(=O)N1CCOCC1,-3%,-2,-6%,-5%,-7%,-22%,.,47%[activator],.
Cn1c(=O)c2c(-c3ccccc3)n(C3CCCCC3)cc2n(C)c1=O,.,-2,.,11%,-2%,-25%,4%[59 µM],-12%,-9%
NNC(=O)CSc1nnc(-c2ccccc2)n1-c1ccccc1,-8%,1,9%,7%,-3%,-16%,14%[0.501 µM],14%,16%
CC12CCC(C(=O)N3CCN(Cc4ccccc4)CC3)(OC1=O)C2(C)C (centres undefined),.,4,.,6%,0%,-4%,0%,32%[activator],10%
O=C(c1ccco1)N1CCCC(c2nc(-c3ccc(S(=O)(=O)NCc4ccccc4)cc3)no2)C1 (centres undefined),-9%,7,-7%,2%,12%,-27%,-7%[59 µM],10%,-4%
CN(C)CCCN(C(=O)c1ccc(S(=O)(=O)N2CCOCC2)cc1)c1nc2cc3c(cc2s1)OCO3,-2%,2,10%,3%,-3%,-12%,.,39%,-14%
CCOc1ccc(-c2cc3c(=O)n(Cc4nc(-c5ccc(OCC)c(OC)c5)oc4C)ccn3n2)cc1Cl,-12%,-6,-2%,3%,13%,-20%,5%[59 µM],0%,5%
Cc1cccc(N2C(=O)C(Oc3ccc(Cl)cc3Cl)C2C=O)c1C (centres undefined),-3%,19,-7%,52%[activator],2%,-12%,11%[59 µM],20%,-8%
CCOc1cc(/C=C(\C(=O)O)c2ccc(S(=O)(=O)N3CCCC3)s2)ccc1OC,3%,-7,-7%,7%,1%,-5%,-6%[12.7 µM],34%,-5%
CN(CC(=O)NCCc1ccccc1)S(=O)(=O)c1ccccc1,-1%,4,13%,-4%,2%,-9%,-3%,32%,-4%
CC(C)(O)c1ccc2c(c1)CCC1C(C)(C(=O)O)CCCC21C (centres undefined),-5%,-3,3%,-16%,0%,-19%,30%[12.7 µM],18%,?
CCOc1cccc(/C=N/Nc2ccc(S(=O)(=O)N(CC)CC)cn2)c1O,i,-1,5%,16%,-10%,-8%,14%[59 µM],18%,-3%
O=C(CSC1=NCCN1)Nc1cccc(C(F)(F)F)c1,0%,-20,1%,4%,-6%,-13%,6%[12.7 µM],14%,-20%
COc1ccccc1CCC(=O)Nc1ccc(S(=O)(=O)Nc2cc(C)nc(C)n2)cc1,5%,2,9%,13%,-1%,-7%,50µM*,22%,6%
C[C@H](NC(=O)OC(C)(C)C)c1nnc(SCC(=O)c2ccc(Cl)cc2)o1,-3%,-2,11%,33%,0%,-11%,-39%,26%,-5%
COc1ccc(N(CC(=O)NCc2ccco2)S(=O)(=O)c2ccc(OC)c(OC)c2)cc1,-1%,1,5%,?,2%,-28%,10%[59 µM],6%,-28%
CCOC(=O)c1cccnc1SC(CC)C(=O)N1CCOCC1 (centres undefined),-3%,1,-3%,4%,-1%,-6%,-39%,8%,3%
CCCOc1ccc(-c2nc(N3CCN(C)CC3)c3ccccc3n2)cc1,-10%,-12,-5%,1%,-6%,?,?,-5%,?
Cc1ccc(O)c(C(CC(=O)NCc2ccco2)c2ccccc2)c1 (centres undefined),-3%,1,-4%,9%,0%,-35%,.,0%,?
O=C1CC(NNc2ccccc2)C(=O)N1c1cccc(Cl)c1 (centres undefined),-1%,1,6%,14%,-2%,-34%,?,-8%,?
C=CCNc1nc2c(c(=O)[nH]c(=O)n2C)n1Cc1cccc(C)c1,-9%,-6,7%,5%,1%,-17%,-11%[59 µM],55%[activator],-3%
CCC(=O)Nc1ccc(NC(=O)/C=C/c2ccc(Cl)cc2)cc1,4%,2,-24%,13%,2%,-26%[57.1 µM],29%,?,-3%
CC1CCN(Cc2c(O)ccc3c(=O)c(-c4nc5ccccc5s4)c(N)oc23)CC1,.,-5,2%,23%,6%,-17%,22%[59 µM],20%,-1%
Cc1cccc(NS(=O)(=O)c2ccc(C(=O)N3CCN(c4ccccc4O)CC3)cc2)c1C,-1%,-5,-2%,18%,3%,-33%,.,-7%,?
O=C1CC2(CCN(C(=O)c3ccccc3[N+](=O)[O-])CC2)Oc2ccccc21,-1%,1,0%,-1%,-3%,-4%,4%[59 µM],17%,-3%
CC(=O)Nc1ccc(N/C=C/C(=O)c2ccccc2)cc1,-14%,-3,12%,-4%,4%,-8%,.,28%,1%

# Pulled by structure from above (two):
SMILES,PGK inhibitor,PI4K2A block,ERG Ets-DNA blk,GLS inh,Pin1 inh,JMJD2A Tudor,G9a inh,HP1b chromo inh,BAZ2B inh
Cc1ccc(O)c(C(CC(=O)NCc2ccco2)c2ccccc2)c1 (centres undefined),-3%,1,-4%,9%,0%,-35%,.,0%,?
CC1CCN(Cc2c(O)ccc3c(=O)c(-c4nc5ccccc5s4)c(N)oc23)CC1,.,-5,2%,23%,6%,-17%,22%[59 µM],20%,-1%
